# FH mod: Identification of activators of human fumarate hydratase by quantitative high-throughput screening | Fumarate hydratase, mitochondrial (Homo sapiens), P07954 | FH coupled MDH/diaphorase resazurin fluorescence, 15 min | Potency, µM (highest dose often 79.9 µM), for the others: at the top dose activity change, negative = inhibition, actives largely listed as inhibitors | hit rate 0.22% among 54,000 | AID 1347055, 2019; also: the screen sought activators but most active calls are inhibition curves; nearly all actives have a fitted effect of over 45% in size
# Target sequence (P07954 whole entry, looked up): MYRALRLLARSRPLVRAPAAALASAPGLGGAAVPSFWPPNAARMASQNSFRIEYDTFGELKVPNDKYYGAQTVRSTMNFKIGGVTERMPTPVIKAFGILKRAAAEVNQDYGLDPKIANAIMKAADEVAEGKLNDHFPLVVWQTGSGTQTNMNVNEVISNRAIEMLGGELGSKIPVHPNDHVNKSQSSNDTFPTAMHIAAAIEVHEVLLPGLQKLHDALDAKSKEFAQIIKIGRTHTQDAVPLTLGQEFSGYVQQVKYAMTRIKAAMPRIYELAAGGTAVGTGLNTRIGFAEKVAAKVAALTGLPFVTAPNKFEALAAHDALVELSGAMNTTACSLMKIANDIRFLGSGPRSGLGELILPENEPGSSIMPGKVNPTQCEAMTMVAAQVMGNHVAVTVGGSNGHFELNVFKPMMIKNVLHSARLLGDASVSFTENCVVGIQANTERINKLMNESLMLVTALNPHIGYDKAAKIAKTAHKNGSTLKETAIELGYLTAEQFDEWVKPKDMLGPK
# NTMT1 inhibitor: Primary qHTS for Inhibitors of N-terminal methyltransferase 1 (NTMT1): MTaseGlo Assay | NTMT1 MTase-Glo SAH luminescence, purified enzyme | Potency, µM (series often up to 114 µM), for the others: at the highest dose activity change, negative = inhibition, actives largely listed as inhibitors | hit rate 2.5% among 59,000 | AID 1645870, 2021;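 also: plate controls were DMSO vehicle for no effect and no enzyme for full effect; nearly all actives have a fitted effect of over 65% in size; many of its hits are not listed in these tables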
# Target sequence (Q9BV86 whole entry, looked up): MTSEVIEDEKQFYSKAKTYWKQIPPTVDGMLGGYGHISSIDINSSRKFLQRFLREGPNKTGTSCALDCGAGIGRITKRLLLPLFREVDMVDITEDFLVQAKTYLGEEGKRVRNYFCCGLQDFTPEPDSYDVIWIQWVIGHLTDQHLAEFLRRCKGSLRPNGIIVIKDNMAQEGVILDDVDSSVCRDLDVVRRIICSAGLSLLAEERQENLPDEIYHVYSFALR
# * hit, by the source's call; ? = inconclusive; & = joins results of further samples; ! = a repeat was not active; [ ] = another dose, or the depositor's remark. Calls follow the shape of the dose curve; as a rule, active = well fitted curve in the direction sought with a large enough effect; inconclusive = small, poorly fitted or top-dose-only effect, or another doubt; inactive = no such curve, though single readings can be large; an effect the other way counts as inactive or inconclusive. Unless noted, % is scaled to controls: 0 for no effect and ±100 for the full control effect; potency is read from the fitted curve at half-maximal effect. The list is partial; count on the stated rates, not on these rows.
# Below each compound – FH mod	NTMT1 inhibitor
> CC[C@H]1OC(=O)[C@H](C)[C@@H](O[C@H]2C[C@@](C)(OC)[C@@H](O)[C@H](C)O2)[C@H](C)[C@@H](O[C@@H]2O[C@H](C)C[C@H](N(C)C)[C@H]2O)[C@](C)(O)C[C@@H](C)C(=O)[C@H](C)[C@H]2OC(=O)O[C@@]21C
→ -8.2%	4.9%[57.5 µM]
> CC(C)(C)c1ccc2c(c1)CC[C@H]2NC(=O)Nc1cccc2[nH]ncc12
→ 2.1%	4.4%[57.5 µM]
> CNc1cc2[nH]c(=O)n(-c3ccc(NC(=O)NS(=O)(=O)c4ccc(Cl)s4)cc3)c(=O)c2cc1F
→ 1.0%	3.5%[57.5 µM]
> Oc1ccc(O)cc1
→ 3.55µM*	35.5µM*
> Cc1onc(-c2ccccc2)c1C(=O)N1CCN(c2ccc([N+](=O)[O-])cc2Cl)CC1
→ -5.1%	0.5%[57.5 µM]
> NCCS(=O)(=O)O
→ -5.1%&-2.8%&-7.4%[53.3 µM]	14.2%
> O=c1c2ccccc2nc2n1CCC2O (stereo unspecified)
→ -4.6%	16.3%
> CC1OC(O[C@@H]2[C@@H](O)[C@H](OC(=O)[C@]34CCC(C)(C)C[C@H]3C3=CCC5[C@@]6(C)CC[C@H](O[C@@H]7O[C@H](C(=O)O)[C@@H](O)[C@H](O[C@@H]8OC[C@@H](O)[C@H](O)[C@H]8O)[C@H]7O[C@@H]7O[C@H](CO)[C@H](O)[C@H](O)[C@H]7O)[C@@](C)(C=O)C6CC[C@@]5(C)[C@]3(C)C[C@H]4O)O[C@H](C)[C@@H]2OC2OC(C)C(OC3OCC(O)C(O)C3O)C(O)C2O)C(O)C(O)C1O (stereo partly specified)
→ 2.5%[13.5 µM]	3.6%[6.45 µM]
> NC(=O)[C@H](O[C@@H]1O[C@H](CO)[C@@H](O)[C@H](O)[C@H]1O)c1ccccc1
→ -1.0%[53.3 µM]	-6.3%[29.8 µM]
> Brc1ccc([C@H]2CN3CCSC3=N2)cc1
→ -8.3%	?
> O=C1NC2CCc3nc4ccccc4c(=O)n3C2=Nc2ccccc21 (stereo unspecified)
→ -0.7%[53.3 µM]	11.3%[29.8 µM]
> O=C(O)c1ccc(-c2cc3cccnc3c(-c3ccc4nonc4c3)n2)cc1
→ -1.5%[53.3 µM]	-16.0%[57.5 µM]
> CC(C(=O)O)c1ccc(/C=C2\CCCCC2=O)cc1 (stereo unspecified)
→ -10.1%[53.3 µM]	5.6%[57.5 µM]
> CN1[C@@H]2CCC[C@@H]1CC(NC(=O)c1nn(C)c3ccccc13)C2 (stereo partly specified)
→ 6.0%[53.3 µM]	18.4%[57.5 µM]
> O=[N+]([O-])c1ccc(-[n+]2nc(-c3ccccc3)nn2-c2ccc(I)cc2)cc1
→ -21.7%	4.8%[57.5 µM]
> CC(=O)C1=CCC2C3CCC4CC(O[C@@H]5O[C@H](CO)[C@@H](O[C@@H]6O[C@@H](C)[C@H](O)[C@@H](O)[C@H]6O)[C@H](O)[C@H]5O[C@@H]5O[C@H](CO)[C@@H](O)[C@H](O)[C@H]5O)CCC4(C)C3CCC12C (stereo partly specified)
→ 0.5%[20.6 µM]	-11.1%[12.6 µM]
> CCN(CC)CCNC(=O)c1ccc2nc(-c3ccccc3)c(-c3ccc(CN4CCC(n5c(=O)[nH]c6ccccc65)CC4)cc3)nc2c1
→ -3.1%	?
> CC(=O)OC1CC2(C)C(CCC(C)C23Cc2c(O)cc(CO)c(C=O)c2O3)C(C)(C)C1O (stereo unspecified)
→ 6.8%[53.3 µM]	-1.7%[29.8 µM]
> C=C1C(=O)O[C@@H]2C[C@H](C)[C@@]3(O)C=C(C(C)=O)[C@]4(CC3C[C@H]12)C(=O)O[C@H]1C[C@@H](C)C(CCC(C)=O)=CC[C@H]14 (stereo partly specified)
→ 2.4%[53.3 µM]	4.5%[29.8 µM]
> O=C(NCCN1CCC(n2c(=O)[nH]c3ccccc32)CC1)c1ccc2ccccc2c1
→ 1.7%	3.0%[57.5 µM]
> COc1cc(C(=O)O)ccc1OC1OC(CO)C(O)C(O)C1O (stereo unspecified)
→ 0.0%[53.3 µM]	4.3%[29.8 µM]
> COc1ccc(-c2oc3cc(OC)ccc3c2C(=O)c2ccc(C#N)cc2)cc1
→ -10.2%[53.3 µM]	-12.8%[57.5 µM]
> COc1ccccc1OCC(O)CN1CCN(CC(=O)Nc2c(C)cccc2C)CC1 (stereo unspecified)
→ -0.8%&2.4%&-4.8%[53.3 µM]	-4.5%
> COc1ccc(C)c2sc(NC(=O)c3ccncc3)nc12
→ -5.2%	?
> C=C1[C@H]2CC[C@]3(O)[C@@](CC[C@@H]4[C@](C)(C(=O)O)CCC[C@]43C)(C2)[C@H]1OC(=O)/C(C)=C\C
→ 1.2%[53.3 µM]	1.1%[29.8 µM]
> O=S(=O)(Nc1cc(Cl)c(Oc2cnc3ccccc3c2)c(Cl)c1)c1ccc(Cl)cc1Cl
→ ?	5.9%[57.5 µM]
> COc1ccnc2c1CCCCC2S(=O)c1nc2ccccc2[nH]1 (stereo unspecified)
→ -17.0%[53.3 µM]	?
> C[C@@H]1O[C@@H](O[C@H]2[C@H](OC(=O)[C@]34CCC(C)(C)C[C@H]3C3=CCC5[C@@]6(C)CC[C@H](O[C@@H]7O[C@H](CO[C@@H]8OC[C@H](O)[C@H](O)[C@H]8O)[C@@H](O)[C@H](O)[C@H]7O)C(C)(C)C6CC[C@@]5(C)[C@]3(C)C[C@H]4O)OC[C@@H](O)[C@@H]2O)[C@H](O)[C@H](O)[C@H]1O[C@@H]1OC[C@H](O)[C@H](O[C@@H]2OC[C@@H](O)[C@H](O)[C@H]2O)[C@H]1O (stereo partly specified)
→ -4.8%[13.5 µM]	-14.9%[6.45 µM]
> CCCCN(CC)c1nc(C)nc2c1c(C)cn2-c1c(C)cc(C)cc1C
→ 0.0%	1.5%[57.5 µM]
> CN/C(=C\[N+](=O)[O-])NCCSCc1csc(CN(C)C)n1
→ -0.4%[53.3 µM]	36.3%[57.5 µM]
> COc1ccc2c(c1)c(CC(=O)OCC(=O)O)c(C)n2C(=O)c1ccc(Cl)cc1
→ -8.2%&1.8%[53.3 µM]	?
> CC1NC(=O)CNC(=O)C(C(C)C)NC(=O)C2CCCN2C(=O)C(C(C)C)NC(=O)C(Cc2c[nH]c3ccccc23)NC1=O (stereo unspecified)
→ 0.8%[20.6 µM]	-3.9%[12.6 µM]
> O=C(NCCCc1ccccc1)c1cccc(-c2cc(O)c3ncccc3c2)c1
→ 5.0%	72.8%[activator][57.5 µM]
> Nc1ccn([C@@H]2O[C@H](CO)[C@@H](O)C2O)c(=O)n1 (stereo partly specified)
→ 0.3%[53.3 µM]	?
> CC1=C(CO)CC(C(C)C2CCC3C4CC=C5CC(OC6OC(COC7OC(CO)C(O)C(O)C7O)C(O)C(O)C6O)CC(O)C5(C)C4CCC23C)OC1=O (stereo unspecified)
→ 5.3%[20.6 µM]	7.0%[12.6 µM]
> O=C(NCC(O)CO)c1c(I)c(C(=O)NCC(O)CO)c(I)c(N(CCO)C(=O)CO)c1I (stereo unspecified)
→ -2.6%[53.3 µM]	?
> CN(C)c1ccc(Nc2nc(N)n(C(=O)c3c(F)cccc3F)n2)cc1
→ -24.8%[53.3 µM]	?
> CC(C)c1cc(C(C)C)c(CC(=O)NS(=O)(=O)Oc2c(C(C)C)cccc2C(C)C)c(C(C)C)c1
→ -22.1%	39.8µM*!
> NC(=O)c1sc(-c2ccsc2)cc1N
→ -0.8%	7.9%
> Cc1[nH]c2ccccc2c1CC(=O)N[C@@H](Cc1ccccc1)C(=O)N(C)c1ccccc1
→ -0.8%	1.2%[57.5 µM]
> O=C(/C=C/c1ccc(O)cc1)N[C@@H](Cc1ccc(O)cc1)C(=O)O
→ 4.6%[53.3 µM]	-0.5%[29.8 µM]
> CC(C)=CC/C=C(/C)[C@H]1CC[C@]2(C)[C@@H]1[C@H](O)CC1[C@@]3(C)CC[C@H](O)C(C)(C)[C@@H]3[C@@H](O[C@@H]3O[C@H](CO)[C@@H](O)[C@H](O)[C@H]3O[C@@H]3O[C@@H](C)[C@H](O)[C@@H](O)[C@H]3O)C[C@]12C (stereo partly specified)
→ 7.7%[20.6 µM]	7.8%[12.6 µM]
> CC(O)C1CCC2C3CCC4CC(OC5OC(C(=O)O)C(O)C(O)C5O)CCC4(C)C3CCC12C (stereo unspecified)
→ -5.8%	-12.8%[57.5 µM]
> COc1cc2c(cc1O)C1(OC)Cc3ccc4c(c3C1N(C)CC2)OCO4 (stereo unspecified)
→ 4.3%[53.3 µM]	2.8%[29.8 µM]
> CC[C@H](Nc1ncnc2nc[nH]c12)c1nc2cccc(F)c2c(=O)n1-c1ccccc1
→ -18.9%[20.6 µM]	5.5%
> Oc1cccc(-c2nc(N3CCOCC3)c3oc4ncccc4c3n2)c1
→ -2.7%&1.1%	?
> C=C1C[C@]23C[C@H]1CC[C@H]2[C@]1(C)CCC[C@@]2(CO)C(=O)O[C@H]([C@H]21)[C@@H]3O
→ 6.1%[53.3 µM]	3.0%[29.8 µM]
> CCC(=O)N[C@@H]1Cc2ccccc2[C@H](c2ccccc2)C1
→ 1.3%	6.0%[57.5 µM]
> O=C(Nc1ccn(Cc2c(F)cccc2C(F)(F)F)n1)c1c(F)cccc1F
→ -0.3%[20.6 µM]	19.2%[12.6 µM]
> CN1CCC(Nc2nc(Nc3ccc(Oc4ccccc4)cc3)c3c(=O)[nH]cc(Br)c3n2)CC1
→ -0.3%	0.0%[57.5 µM]
> COC(=O)Nc1nc2ccc(C(=O)c3ccccc3)cc2[nH]1
→ -6.0%&1.2%[53.3 µM]	30.4µM*!
> C=C(C)C1CCC2(C(=O)OC3OC(COC4OC(CO)C(O)C(O)C4O)C(OC4OC(C)C(O)C(O)C4O)C(O)C3O)CCC3(C(=O)O)C(CCC4C5(C)CCC(=O)C(C)(C)C5CCC43C)C12 (stereo unspecified)
→ 8.1%[20.6 µM]	7.7%[12.6 µM]
> CCCc1c(OCCCCc2nn[nH]n2)ccc(C(C)=O)c1O
→ -5.4%[53.3 µM]	20.2%[57.5 µM]
> CC1=C2C[C@@]3(C)C(CCC[C@@H]3C)C(O)C2OC1=O (stereo partly specified)
→ -2.3%	8.4%[57.5 µM]
> C[n+]1cc2c3c(ccc2c2ccc4cc5c(cc4c21)OCO5)OCO3
→ 15.8µM*!	?
> COc1ccccc1NC(=O)OCC1CCN(C(=O)OC(C)(C)C)CC1
→ -4.4%	2.2%[57.5 µM]
> CCN(CC)CCNC(=O)COc1ccc(Cl)cc1
→ -4.3%[53.3 µM]	7.9%[57.5 µM]
> O=C(C1CC1)N1CC[C@@H](Cc2n[nH]c(=O)n2-c2ccc(-c3ccc4occc4c3)cc2)C1
→ 2.6%[20.6 µM]	3.1%
> CC(=O)O[C@H]1C[C@@H]2CC[C@@H]3[C@H](CC[C@@]4(C)[C@H]3C[C@H]([N+]3(C)CCCCC3)[C@@H]4OC(C)=O)[C@@]2(C)C[C@@H]1N1CCCCC1
→ 5.0%[53.3 µM]	16.3%[57.5 µM]
> C=C1/C(=C/C=C2\CCC[C@]3(C)[C@@H]([C@@H](C)OCCC(O)(CC)CC)CC[C@@H]23)C[C@@H](O)C[C@@H]1O
→ -7.6%	-0.1%[57.5 µM]

# Single records, from the list above. Order of values: FH mod	NTMT1 inhibitor
# Results for CN(C)c1ccc(Nc2nc(N)n(C(=O)c3c(F)cccc3F)n2)cc1 → -24.8%[53.3 µM]	?
# Results for CC(O)C1CCC2C3CCC4CC(OC5OC(C(=O)O)C(O)C(O)C5O)CCC4(C)C3CCC12C (stereo unspecified) → -5.8%	-12.8%[57.5 µM]
# Results for NCCS(=O)(=O)O → -5.1%&-2.8%&-7.4%[53.3 µM]	14.2%

# Carrying on:
# Below each compound – FH mod	NTMT1 inhibitor
> CC(=O)OCC1OC(O[C@H]2CC[C@]34C[C@]35CC(O)[C@]3(C)[C@@H]([C@H](C)CC/C=C(\C)C(=O)O)C(O)C[C@@]3(C)C5CC[C@H]4C2(C)C)C(O)C(O)C1OC1OCC(O)C(O)C1O (stereo partly specified)
→ 1.3%[20.6 µM]	-7.6%[12.6 µM]
> CC(=O)O[C@@H]1[C@H](O[C@@H]2OC[C@](O)(CO)[C@H]2O)[C@@H](O[C@@H]2O[C@@H](C)[C@H](O)[C@@H](O[C@@H]3O[C@H](CO)[C@@H](O)[C@H](O)[C@H]3O)[C@H]2O)[C@H](OC(=O)[C@]23CCC(C)(C)C[C@H]2C2=CCC4[C@@]5(C)C[C@H](O)[C@H](O[C@@H]6O[C@H](C(=O)O)[C@@H](O)[C@H](O)[C@H]6O)[C@@](C)(C(=O)O)C5CC[C@@]4(C)[C@]2(C)CC3)O[C@@H]1C (stereo partly specified)
→ -6.4%[13.5 µM]	5.7%[6.45 µM]
> O=C(O)CCc1nc(-c2ccccc2)c(-c2ccccc2)o1
→ 7.2%	?
> Cn1c(=O)c2c(ncn2C)n(C)c1=O
→ -19.6%&-2.3%&-5.3%[53.3 µM]	7.1%
> COc1ccc2c(c1O)OC(C)(C)c1c-2ccc2c1C(=O)N(c1ccc(C(=O)c3ccccc3)cc1)C2=O
→ -7.7%	23.6%
> COC(=O)C[C@H]1C(C)(C)[C@H](OC(=O)C(C)C)[C@@]2(O)C(=O)[C@]1(C)C1CC[C@]3(C)C(CC(=O)O[C@H]3c3ccoc3)[C@]13O[C@@H]32 (stereo partly specified)
→ -0.2%[20.6 µM]	6.1%[12.6 µM]
> COc1ccc(-c2cc(C(O)C3CCCCN3)c3ccccc3n2)cc1 (stereo unspecified)
→ 1.1%	?
> O=C1NC(=O)C(c2ccccc2[N+](=O)[O-])=C1Nc1ccc(O)c(Cl)c1
→ 25.1µM*!	44.7µM*!
